# Assay outcomes deposited in PubChem BioAssay by National Center for Advancing Translational Sciences (NCATS).
# TDP1 inh: qHTS Assay for Inhibitors of Tyrosyl-DNA Phosphodiesterase (TDP1); recombinant TDP1, AlphaScreen DNA substrate cleavage; actives 0.28% (n = 350,000); Potency, µM (highest dose often 130 µM), inactives show at the highest dose activity change, negative = inhibition, hits mostly inhibitors; Tyrosyl-DNA phosphodiesterase 1 (Homo sapiens), Q9NUW8; note: nearly all actives have a fitted effect of over 40% in size
# Target sequence (Q9NUW8 whole entry, looked up): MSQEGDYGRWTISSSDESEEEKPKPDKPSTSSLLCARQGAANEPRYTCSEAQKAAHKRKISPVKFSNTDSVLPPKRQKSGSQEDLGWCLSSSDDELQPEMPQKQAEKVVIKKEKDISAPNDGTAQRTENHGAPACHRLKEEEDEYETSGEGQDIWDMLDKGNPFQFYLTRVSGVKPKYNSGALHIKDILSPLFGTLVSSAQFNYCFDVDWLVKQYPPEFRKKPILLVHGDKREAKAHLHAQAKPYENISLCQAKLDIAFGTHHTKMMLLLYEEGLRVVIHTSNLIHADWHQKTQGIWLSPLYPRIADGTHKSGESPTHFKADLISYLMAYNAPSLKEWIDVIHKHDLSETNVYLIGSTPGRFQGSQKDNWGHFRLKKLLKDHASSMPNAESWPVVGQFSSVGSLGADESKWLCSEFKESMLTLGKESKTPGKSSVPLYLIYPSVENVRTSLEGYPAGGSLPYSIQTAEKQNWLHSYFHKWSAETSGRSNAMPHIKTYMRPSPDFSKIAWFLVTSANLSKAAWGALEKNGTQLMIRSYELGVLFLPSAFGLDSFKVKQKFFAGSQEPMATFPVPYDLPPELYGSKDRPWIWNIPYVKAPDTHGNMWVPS
#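 Compounds were preincubated with Tdp1 (1 nM final) for 15 min at room temperature before substrate (15 nM final) started a 5 min reaction; beads (10 ug/ml final) were then added for 10 min before AlphaScreen detection.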
# N370S GC mod: qHTS Assay for Inhibitors and Activators of N370S glucocerebrosidase as a Potential Chaperone Treatment of Gaucher Disease; Lysosomal acid glucosylceramidase (Homo sapiens), P04062; N370S GC spleen homogenate, 4MU-glucoside fluorescence; Potency, µM (doses to about 59.4 µM), without a hit: at the highest dose activity change, negative = inhibition, actives largely listed as inhibitors; actives 0.092% (n = 330,000); AID 2101, 2009;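 note: 0% = full enzyme activity and -100% = no enzyme basal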
# DT40 TDP1 no CPT: qHTS for Inhibitors of human tyrosyl-DNA phosphodiesterase 1 (TDP1): qHTS in cells in absence of CPT. DT40 Tdp1-/- hTDP1 cells, no CPT, ATP luminescence, 48 h. Potency, µM (top dose mostly 46.2 µM), for inactives: at the highest dose activity change, negative = growth inhibition, usual class: inhibitors. actives 15% (n = 420,000); note: nearly all actives have a fitted effect of over 55% in size
#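 A cellular qHTS used chicken DT40 cells lacking endogenous Tdp1 but carrying stably transfected human TDP1. Compounds were applied without camptothecin, and cell growth kinetics were judged by ATP-dependent luminescence after ≥48 hr.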
# * hit, by the source's call; ? = inconclusive; nt = no result given; & = joins results of further samples; [ ] = another dose, or the depositor's remark. Calls come from the whole dose curve; as a rule, active = well fitted curve in the direction sought with a large enough effect; inconclusive = small, poorly fitted or top-dose-only effect, or another doubt; inactive = no such curve, though single readings can be large; an effect the other way counts as inactive or inconclusive. Unless noted, % is set by controls: 0 for no effect and ±100 for the full control effect; potency is the fitted concentration of half-maximal effect.
compound	DT40 TDP1 no CPT	N370S GC mod	TDP1 inh
COc1ccc(OC)c(S(=O)(=O)N2CCN(c3c(C)cccc3C)CC2)c1	0%	0%	8%
O=C(Nc1ccc(Br)cc1)C1CCN(S(=O)(=O)c2cccc3nsnc23)CC1	-21%	nt	0%
CCc1ccc(/C=c2\s/c(=C\C(=O)C(C)(C)C)[nH]c2=O)cc1	23µM*	-11%	11%
O=C(OC(C(=O)Nc1ccc([N+](=O)[O-])cc1Br)c1ccccc1)c1ccccc1 (stereo not given)	?	20%	5%
COC(=O)c1ccc(C)c(NC(=O)Cn2c(C)csc2=O)c1	23%	nt	0%
CCOc1ccc(CCNC(=O)c2cc3c(=O)n(C)c4ccccc4c3s2)cc1OCC	?	nt	2%
Cc1ccc(C(=O)Nn2cnnc2)cc1	-4%	0%	nt
CCOc1ccc(NC(=O)c2c(Nc3ccccc3C)sc(C(=O)c3ccccc3)c2N)cc1	12µM*	nt	14%
COC(=O)c1cccc(COC(=O)c2cccnc2SC)c1	-6%	12%	-9%
CCOC(=O)c1cnc2c(ccc3ccccc32)c1N	?	0%	nt

# Further compounds
compound	DT40 TDP1 no CPT	N370S GC mod	TDP1 inh
C=CCN(C(=O)C1CSC2(C)CCC(=O)N12)c1nc(-c2ccccc2)cs1 (stereo not given)	23µM*	?	nt
Cc1c(C)c2ccc(OCC(=O)Nc3ccccc3C(N)=O)cc2oc1=O	0%	-5%	nt
O=S(=O)(c1cccc(S(=O)(=O)N2CCC(n3nnc4ccccc43)CC2)c1)N1CCCCC1	?	?	6%
CC(=O)NCC(=O)NC(Cc1ccccc1)C(N)=O (stereo not given)	-6%	-1%	3%
Oc1ccccc1C1=NN(c2ccccc2)C(c2ccc(F)cc2)C1 (stereo not given)	?	?	nt
COc1ccccc1C(=O)Nc1ccc2c(c1)nc(CCNC(C)=O)n2C	-1%	0%	-1%
Nc1nc(COC(=O)c2ccc3c(c2)OCCO3)nc(Nc2ccccc2)n1	?	nt	1%
COCC1CCCN(Cc2nc(C(c3ccccc3)c3ccccc3)no2)C1 (stereo not given)	18µM*	3%	-7%
CC=O	nt	-1%	4%
CCNS(=O)(=O)c1ccc(NC(=O)c2cccnc2)cc1	-17%	-7%	2%

# More structures follow:
compound	DT40 TDP1 no CPT	N370S GC mod	TDP1 inh
CCCn1c2ccccc2c2cnn(CC(=O)N3CCCC(C(=O)OCC)C3)c(=O)c21 (stereo not given)	?	nt	4%
O=C(Cn1c(=O)n(-c2ccccc2)c(=O)c2c3c(sc21)CCCC3)Nc1cccc(F)c1	-26%	nt	-1%
COc1ccc(C2/C=C\CN(C(=O)CC(C)(C)C)CC(=O)N2Cc2ccc(F)cc2)cc1 (stereo not given)	?	-6%&-4%	4%&0%
CCS(=O)(=O)N1CCN(C2Cc3ccccc3C2)CC1	?	8%	-8%
CCN(C(=O)COC(=O)/C=C/c1ccc(S(=O)(=O)N2CCc3ccccc32)cc1)C1CCS(=O)(=O)C1 (stereo not given)	?	-11%	-1%
COc1ccc(Cl)cc1NC(=O)c1cc(-c2ccccc2O)n[nH]1	15µM*	-2%	-9%
CCCCCCCCc1nc(SCC(C)=O)n[nH]1	-23%	-4%	nt
CCCCCNCc1cccc(Br)c1	-18%	13%	2%
COc1ccc(C2CC(c3cccs3)=NN2S(C)(=O)=O)cc1 (stereo not given)	-3%	-16%	-2%
Cc1ccc(O)c(C(=O)/C=C/c2ccc3c(c2)OCCO3)c1	16µM*	-2%	8%

# New compounds follow.
compound	DT40 TDP1 no CPT	N370S GC mod	TDP1 inh
Cc1oc(-c2ccc(Cl)cc2)cc1C(=O)/C(C#N)=C/Nc1cccc(OC(F)(F)F)c1	?	-16%	6%
CC(=O)Nc1ccc(NC(=O)CSc2nc(N)c(NC(=O)c3ccccc3F)c(=O)[nH]2)cc1	-1%	-4%	?
CC(C)Cn1c(N)c(C(=O)COC(=O)c2cc(C(F)(F)F)nc3ccccc23)c(=O)n(C)c1=O	18µM*	18%&-3%	10%&1%
CCc1cccc(C)c1NC(=O)Cn1nnc(-c2nc(-c3ccccc3F)no2)c1N	-12%	nt	-3%
COc1ccc2cc(-c3[nH]ncc3CN3CCCCO3)ccc2c1	?	6%	0%
COCCNC(=O)CN(Cc1ccc(Cl)cc1)S(C)(=O)=O	7%	4%	3%
Cc1ccc(Cl)cc1NS(=O)(=O)N1CCOCC1	4%	-9%	5%
CS(=O)(=O)N(CC(=O)N/N=C/c1cc([N+](=O)[O-])ccc1Cl)c1ccccc1	18µM*	28%	4%
Cn1nnnc1SCC1=C(C(=O)O)N2C(=O)C(NC(=O)Cn3nc(C(F)F)cc3C3CC3)C2SC1 (stereo not given)	12%	8%	nt
CC(C)N1CCN(C(=O)c2ccc(OC3CCN(CCc4ccccc4)CC3)cc2)CC1	23µM*	-14%	3%

# (next part)
compound	DT40 TDP1 no CPT	N370S GC mod	TDP1 inh
COc1ccc(NC(=S)N(CCc2c(C)[nH]c3ccc(C)cc23)Cc2cccs2)cc1	?	25%	-1%
CCc1ccc(NC(=O)C2CC(=O)Nc3ncnn32)cc1 (stereo not given)	-9%	-8%	3%
O=C(COc1c(Br)cc(Br)c2cccnc12)N1CCCCC1	?	-3%	-5%
Nc1nc(-c2ccc3ccccc3c2)cs1	-29%	2%	0%
O=C(Nc1ccc(S(=O)(=O)Nc2ncccn2)cc1)c1ccc(Br)o1	-1%	6%	5%
C=CCc1c(C)nc(SC)nc1Nc1ccc(C)cc1	21µM*	-3%	3%
Cc1onc(-c2ccccc2Cl)c1C(=O)Nc1ccc(S(=O)(=O)Nc2nccs2)cc1	?	3%	-5%
CCNC(=O)CSc1nnc(C2CC2)n1-c1ccccc1	2%	-1%	1%
COC(=O)c1cc(Br)c(=O)n(-c2ccccn2)c1	4%	-6%	-3%
CCOC(=O)c1sc(-c2ccc(Cl)cc2Cl)nc1O	18µM*	5%	0%

# Shown with each value named: entries from further up.
CC=O
  DT40 TDP1 no CPT: nt; N370S GC mod: -1%; TDP1 inh: 4%
CCNS(=O)(=O)c1ccc(NC(=O)c2cccnc2)cc1
  DT40 TDP1 no CPT: -17%; N370S GC mod: -7%; TDP1 inh: 2%
CCCn1c2ccccc2c2cnn(CC(=O)N3CCCC(C(=O)OCC)C3)c(=O)c21 (stereo not given)
  DT40 TDP1 no CPT: ?; N370S GC mod: nt; TDP1 inh: 4%
O=C(Cn1c(=O)n(-c2ccccc2)c(=O)c2c3c(sc21)CCCC3)Nc1cccc(F)c1
  DT40 TDP1 no CPT: -26%; N370S GC mod: nt; TDP1 inh: -1%

# (continued)
compound	DT40 TDP1 no CPT	N370S GC mod	TDP1 inh
CCOc1ccccc1C(=O)N(CCC(=O)OC)c1ccccn1	-3%	2%	4%
C=CCNC(=O)C1CCCN(S(C)(=O)=O)C1 (stereo not given)	-1%	5%	2%
O=C1N=C(N2CCC(Cc3ccccc3)CC2)S/C1=C/c1cn[nH]c1-c1ccccc1	16µM*	-5%	5%
CCc1ccc2[nH]c3nc(SCCN4CCOCC4)nnc3c2c1	23µM*	-5%	nt
COc1cccc(NC(=O)CN(C)C(=O)CCCNC(=O)c2ccc(Cl)cc2)c1	-26%	nt	1%
O=C1NC2(CCCCCC2)C(=O)N1Cc1c(F)cccc1Cl	-1%	?	nt
CC(=O)c1ccc(NC(=O)c2cnc(N3CCCC3)nc2C)cc1	?	nt	-1%
Cc1cc(C(=O)Cn2nc(C(=O)O)c3ccccc3c2=O)c(C)n1CCc1ccc(Cl)cc1	?	-18%	2%
Nc1ccccc1N1CCN(C(=O)c2ccccc2)CC1	-7%	2%	2%
Cc1cccc(NC(=O)CCCSc2nc3ccccc3[nH]2)c1	?	10%	3%

# 6 entries picked at random from the list so far:
compound	DT40 TDP1 no CPT	N370S GC mod	TDP1 inh
Cc1cc(C(=O)Cn2nc(C(=O)O)c3ccccc3c2=O)c(C)n1CCc1ccc(Cl)cc1	?	-18%	2%
COc1cccc(NC(=O)CN(C)C(=O)CCCNC(=O)c2ccc(Cl)cc2)c1	-26%	nt	1%
CCOc1ccccc1C(=O)N(CCC(=O)OC)c1ccccn1	-3%	2%	4%
O=C1NC2(CCCCCC2)C(=O)N1Cc1c(F)cccc1Cl	-1%	?	nt
C=CCNC(=O)C1CCCN(S(C)(=O)=O)C1 (stereo not given)	-1%	5%	2%
CCc1ccc2[nH]c3nc(SCCN4CCOCC4)nnc3c2c1	23µM*	-5%	nt

# Next entries
compound	DT40 TDP1 no CPT	N370S GC mod	TDP1 inh
CCOC(=O)C(C(=O)OCC)c1cc(Br)c2noc3c2c1C(=O)c1ccccc1-3	2.6µM*	-19%	2%
COc1ccc([C@H]2CC(=O)C=C(/C=C/c3ccccc3)C2)cc1OC	?	nt	5%
O=C(CN1CCN(c2ccc(Cl)cc2)CC1)c1ccccc1	?	-3%	nt
COc1ccc(CCNC(=O)CCCn2c(=O)c3ccccc3n(Cc3ccc(F)cc3Cl)c2=O)cc1OC	-2%	nt	-1%
O=C1COc2ccc(C(=O)COC(=O)c3ccc(Cl)cc3[N+](=O)[O-])cc2N1	9%	-7%	-6%[0.505 µM]
Cc1ccc(CN2CCN(c3ncccn3)CC2)o1	-5%	0%	2%
Cc1nc(SCC(=O)NCc2ccc3c(c2)OCO3)nc(C)c1C	3%	nt	1%
Nc1c(C(=O)N/N=C/c2ccccc2)cnn1-c1ccccc1	?	20%	nt
COc1ccc2[nH]c(=O)c(CN(C(=O)C3CCCO3)c3ccc(C)c(C)c3)cc2c1 (stereo not given)	?	9%	1%
CCOC(=O)c1c(NC(=O)Cn2nc(C(F)(F)F)cc2C)sc2c1CCC2	?	19%	3%

# (further entries)
compound	DT40 TDP1 no CPT	N370S GC mod	TDP1 inh
CCn1nnnc1SCC(=O)N1CCN(Cc2ccc3c(c2)OCCO3)CC1	-30%	nt	1%
NS(=O)(=O)c1ccc(CCNC(=O)C2CCCN2S(=O)(=O)c2cccc3nsnc23)cc1 (stereo not given)	-13%	7%	4%
CCCSc1nc2c(c(=O)n1-c1ccc(OCC)cc1)SCC2	?	4%	4%
CN(CC(=O)Nc1ccc(F)cc1)C(=O)Cn1cnc2ccc([N+](=O)[O-])cc2c1=O	-5%	nt	1%
CC(CCc1ccccc1)NC(=O)COC(=O)C1CCC(C(C)(C)C)CC1 (stereo not given)	-8%	7%	-4%
Clc1ccccc1Nc1nc(-c2ccncc2)nc2ccccc12	16µM*	0%	nt
Cc1cc(N/N=C/c2ccc(F)cc2)nc(NCc2ccccc2)n1	12µM*	?	nt
O=C1C=C(N2CCCCC2)C2(CCCCC2)O1	-28%	?	-8%
Nc1ncnc2c1ncn2[C@@H]1O[C@H](CNC(=O)[C@@H]2CCC(=O)N2)[C@@H](O)[C@H]1O	-4%	nt	0%[56.1 µM]
COc1ccc(OC)c(NS(=O)(=O)c2ccc(N3CCCC3=O)cc2)c1	0.37µM*	7%	2%
COc1ccc(CCNC(=O)CCCN2C(=O)c3ccccc3C2=O)cc1OC	-18%	5%	6%
CC(=O)Nc1ccc(NC(=O)CSc2nnc(CNc3ccc(F)cc3)n2CC2CCCO2)cc1 (stereo not given)	7%	-7%	8%
O=C(CSc1ncn[nH]1)c1ccc2c(c1)OCO2	-8%	0%	-5%

# Among those listed so far, these contain a tert-butyl group.
compound	DT40 TDP1 no CPT	N370S GC mod	TDP1 inh
CCc1ccc(/C=c2\s/c(=C\C(=O)C(C)(C)C)[nH]c2=O)cc1	23µM*	-11%	11%
COc1ccc(C2/C=C\CN(C(=O)CC(C)(C)C)CC(=O)N2Cc2ccc(F)cc2)cc1 (stereo not given)	?	-6%&-4%	4%&0%
CC(CCc1ccccc1)NC(=O)COC(=O)C1CCC(C(C)(C)C)CC1 (stereo not given)	-8%	7%	-4%

# Some of the compounds tested; the hit share may differ from the screen's.
